# LYP inhibition – PTPN22 lymphoid phosphatase activity blockers – biochemical, fluorescence intensity, uHTS (AID 1779); recombinant LYP phosphatase, fluorescence intensity; higher % means a stronger effect; inhibition, % at 11.5 µM; hits with a dose series show IC50 in µM; 0.054% of 290,000 active;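 further: plate controls were vehicle with enzyme for no effect and no enzyme for full effect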
# HEK293 NOD2/NF-kB – NOD2 signaling inhibitors, cell-based, luminescence, uHTS, HEK293 (AID 1566); HEK293 NOD2/NF-kB luciferase reporter, luminescence; higher % means a stronger effect; one-dose inhibition, % at 4 µM; EC50 in µM for titrated hits; 0.63% of 290,000 active; further: many of its hits are not listed in these tables
# AID2073 – disruptors of CaV2.2 binding to Mint1 – biochemical, HTRF (AID 2073); HTRF protein-protein interaction, Mint1-CaV2.2; higher % means a stronger effect; one-dose inhibition, % at 20 µM; IC50 in µM for titrated hits; 0.19% of 290,000 active; in the data active means inhibition mostly above about 51%, no sharp cut-off; inconclusive means no clear call, values can overlap the other calls; inactive means mostly below about 53%; further: some results filed as inactive read as strong as hits
# CSM14.1 death rescue – protection against thapsigargin-triggered cell killing – 384-well, CSM14.1, ATP luminescence, primary screen (AID 1222); CSM14.1 thapsigargin-induced death rescue, ATP luminescence; higher % means a stronger effect; cellular ATP content (survival), % at 20 µM, or EC50 in µM where a hit was titrated; 190,000 tested, under 10 active;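 active means EC50 below 50 µM in the dose-response confirmation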;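 further: death triggered by thapsigargin at about 15 µM added after 2 h compound pretreatment; cell ATP read after overnight thapsigargin exposure of roughly 18 to 22 hours; normalized against plate controls of thapsigargin alone and 5% DMSO vehicle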
# M17LAP inhibition – P. falciparum M17LAP inhibitors, primary screen, biochemical, fluorogenic H-Leu-NHMec substrate, 1536-well (AID 1619) | recombinant M17LAP, H-Leu-NHMec fluorogenic kinetic assay; higher % means a stronger effect | one-dose inhibition, % at 30 µM; IC50 in µM for titrated hits | 0.38% of 220,000 active;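 active means compound inhibiting the enzyme by more than half at any dose during confirmatory dose-response retesting; inconclusive means strong single-dose inhibitors picked by rank but not retested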;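 further: plate controls were full reaction with DMSO carrier for no effect and no enzyme background for full effect; strong numbers were not always called active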
# P. falciparum M1AAP – P. falciparum M1AAP inhibitors, biochemical, fluorogenic H-Leu-NHMec substrate, 1536-well (AID 1445) | recombinant M1AAP, H-Leu-NHMec fluorogenic kinetic assay; higher % means a stronger effect | inhibition, % at 30 µM, or IC50 in µM where a hit was titrated | 0.42% of 220,000 active;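 active means primary inhibition above the hit cutoff, then over 50% inhibition at one or more dose response concentrations, cut at about 23% in these data, passing the limit was not always enough; inconclusive means conflicting primary data, or primary hits not chosen for dose response; inactive means low primary inhibition, or under 50% at every dose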;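 further: plate controls were DMSO full reaction for no effect and no enzyme background for full effect; strong numbers were not always called active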
# Hep lipid drop – hepatic lipid droplet formation modulation | AML12 mouse hepatocytes, oleate lipid droplets, BODIPY imaging | 0.4% of 240,000 active | AID 1656 | inhibition, % at 6.5 µM;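 active means lipid droplet intensity inhibited by at least 50%, with more than 500 cells counted; inconclusive means wells with under 300 cells, treated as cytotoxic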
#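 material = mouse AML12 hepatocyte cell line, fixed after treatment | also added = 100 µM oleic acid challenge | doses = compound at 6.5 µM only | schedule = overnight exposure | technique = Image-based BODIPY and DAPI two-channel analysis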
# Siah-1 displacement – Siah-1 peptide-binding antagonists, primary screen, biochemical, fluorescence polarization, rhodamine-plectin, uHTS (AID 1817); displacement, % at 20 µM, or IC50 in µM where a hit was titrated; 0.02% of 290,000 active; Siah-1 / rhodamine-plectin peptide fluorescence polarization; higher % means a stronger effect;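 active means displacement of at least 50% at 20 µM, with a fluorescence ratio check between 0.3 and a set limit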;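 further: plate controls were Siah plus tracer with DMSO for no effect and tracer alone without Siah for full effect; strong numbers were not always called active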
# XIAP antagonists – XIAP antagonists, biochemical, IAP family, fluorescence polarization (AID 1018); XIAP BIR domain, fluorescence polarization peptide displacement; higher % means a stronger effect; displacement, % at 20 µM, or IC50 in µM where a hit was titrated; 0.007% of 200,000 active; in the data active means displacement above about 50%; further: a part of the inactive calls stands beside numbers as strong as those of hits
# Hep lipid drop cells 6.5 µM – recorded beside Hep lipid drop, whose call it bears; cell count; measured here: cell count, cytotoxicity flag;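 cells counted across two imaged fields per well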
# Active calls of the source: *; ? = inconclusive; . = no result given. Unless noted, no stated cut-off is given here; in the data, active means inhibition above about 50%; inactive means the rest.
SMILES,LYP inhibition,HEK293 NOD2/NF-kB,AID2073,CSM14.1 death rescue,M17LAP inhibition,P. falciparum M1AAP,Hep lipid drop,Hep lipid drop cells 6.5 µM,Siah-1 displacement,XIAP antagonists
COc1cc(-c2nc(-c3cccc(C(F)(F)F)c3)no2)cc(OC)c1OC,2%,25%,6%,-2.7%,-1%,2%,-20,642,-1%,1.5%
Cc1cc(C(=O)Nc2ccccc2C(=O)O)ccc1NC(=O)COc1ccccc1Cl,-7%,5.4µM*,12%,.,.,.,-27,670,6%,.
O=C(Cc1cccs1)Nc1cccc(C(=O)Nc2ccco2)c1,-5%,-25%,4%,.,12%,4%,1,700,1%,-3.0%
Cc1cccc(NC(=O)/C(C#N)=C/c2ccccc2O)n1,-1%,-53%,11%,.,.,.,4,840,1%,.
O=P(COCCOCP(=O)(c1ccccc1)c1ccccc1)(c1ccccc1)c1ccccc1,-12%,15%,-3%,2.0%,-38%,2%,-2,777,4%,-3.1%
O=C(NNC(=O)c1ccccc1Br)c1cccs1,-17%,10%,3%,.,.,.,-1,743,-3%,.
COc1ccc(Cc2nnc(SCc3c(C)noc3C)n2C2CCCCC2)cc1OC,-11%,2%,15%,3.2%,-2%,-3%,.,.,-2%,-0.8%
COc1cc(C(C)=O)ccc1Oc1cnccn1,-4%,6%,4%,1.5%,27%,4%,-28,742,-8%,-3.3%
CCOc1cc(/C=C2\C(=O)N(CCc3ccc(OC)c(OC)c3)C(C)=C2C(=O)OC)ccc1O,3%,0%,-21%,-1.4%,7%,12%,20,625,-6%,2.6%
Cc1ccc(/C=C/C(=O)Nc2ccc(S(=O)(=O)Nc3cc(C)nc(C)n3)cc2)cc1,-2%,16%,12%,.,.,.,-2,818,1%,.
CCn1c(C)nc2cc(C(=O)N/N=C/c3ccc(N4CCOCC4)cc3)ccc21,3%,7%,6%,-1.0%,10%,15%,7,685,-2%,-6.5%
O=C(NCC1CCCO1)C1CCN(c2ccc(S(=O)(=O)N3CCCC3)cc2)CC1 (stereo not drawn),5%,9%,8%,.,-13%,1%,-22,691,2%,-1.8%
COc1ccc(OC)c(S(=O)(=O)NC(C)(C)C)c1,-7%,-2%,-3%,-0.3%,-8%,-11%,-1,790,4%,-3.8%
CCOC(=O)CC1C(=O)NCCN1c1nc2ccc(C)cn2c(=O)c1/C=C1\SC(=S)N(C(C)CC)C1=O (stereo not drawn),4%,-34%,36%,.,12%,50µM*,-78,664,3%,.
CCOc1cc(C(=S)N2CCCC2)ccc1OCC(=O)Nc1c(C)cc(C)cc1C,-2%,14%,-1%,-0.7%,-1%,-6%,-9,735,9%,-2.6%
CC(Sc1nnc(-c2ccc(C(C)(C)C)cc2)n1C)C(N)=O (stereo not drawn),-5%,14%,-7%,9.0%,-3%,-1%,6,755,8%,-6.7%
CC(=O)Nc1ccc(NC(=O)C2CCCN2C(=O)Nc2ccc(F)c([N+](=O)[O-])c2)cc1 (stereo not drawn),-10%,14%,-17%,-0.6%,-2%,2%,2,746,15%,-12%
Cc1ccc2[nH]c(C)c(CCNC(=O)C3CCCCC3C(=O)OCC(F)(F)F)c2c1 (stereo not drawn),0%,-7%,-2%,-0.3%,3%,7%,-26,524,-2%,-9.1%
Nc1ccc(Nc2ccccc2)c(S(=O)(=O)O)c1,-7%,3%,5%,.,-7%,5%,0,718,48%,.
Cc1nc2scc(C)n2c(=O)c1S(=O)(=O)NCc1ccccc1Cl,-9%,21%,3%,.,.,.,-9,724,-2%,.
c1ccc(CO/N=C(\c2ccc(C3CC3)nc2)C2CC2)cc1,-3%,8%,-3%,1.1%,1%,7%,3,737,6%,-5.6%
CCCCC(=O)/C=C/n1c(=S)oc2ccccc21,-5%,.,-22%,1.4%,-18%,6%,-54,456,10%,-8.1%
Cc1cc(S(=O)(=O)NCC(=O)O)ccc1F,-5%,0%,2%,-2.5%,16%,12%,16,644,3%,-2.8%
CC(=O)Nc1cccc(-c2nnc3n2CC(C)S3)c1 (stereo not drawn),2%,17%,7%,-1.6%,-7%,-3%,-7,725,-3%,-11%
COCCN(CCOC)S(=O)(=O)c1ccc(Cl)nc1,-2%,2%,8%,.,-13%,2%,10,747,2%,.

# The final three entries of the section above come first, to join the parts:
SMILES,LYP inhibition,HEK293 NOD2/NF-kB,AID2073,CSM14.1 death rescue,M17LAP inhibition,P. falciparum M1AAP,Hep lipid drop,Hep lipid drop cells 6.5 µM,Siah-1 displacement,XIAP antagonists
Cc1cc(S(=O)(=O)NCC(=O)O)ccc1F,-5%,0%,2%,-2.5%,16%,12%,16,644,3%,-2.8%
CC(=O)Nc1cccc(-c2nnc3n2CC(C)S3)c1 (stereo not drawn),2%,17%,7%,-1.6%,-7%,-3%,-7,725,-3%,-11%
COCCN(CCOC)S(=O)(=O)c1ccc(Cl)nc1,-2%,2%,8%,.,-13%,2%,10,747,2%,.
COCCNC(=O)c1ccccc1-c1ccccc1C(=O)O,-4%,2%,0%,-3.1%,2%,0%,8,756,1%,-9.3%
Cc1ccc(OCC(=O)N/N=C\c2c(C)n(C)c3ccccc23)c([N+](=O)[O-])c1,6%,17%,18%,-3.6%,1%,-7%,.,.,3%,-2.2%
COc1ccc(CN2C(=O)c3cccnc3C2O)cc1 (stereo not drawn),-6%,11%,12%,-1.3%,5%,7%,18,756,7%,47%
CC1CN(C(=O)NCc2ccccc2)c2cc(Cl)ccc2O1 (stereo not drawn),-4%,9%,11%,.,.,.,-2,786,2%,.
O=C(O)CN1C(=O)/C(=C\c2cc([N+](=O)[O-])ccc2OCc2ccccc2Cl)SC1=S,-1%,14%,6%,.,.,.,14,784,33%,.
O=C(N/N=C/c1ccccc1OC(=O)c1ccc2c(c1)OCO2)c1cccc(F)c1,-6%,-48%,4%,-1.3%,5%,6%,4,642,0%,1.4%
COc1cc2c(cc1OC)C(c1ccccc1OC(C)C)CC(=O)N2 (stereo not drawn),-11%,3%,1%,.,.,.,-12,779,8%,.
COc1cccc(N2C(=O)C(Cc3c[nH]c4ccccc34)NC2=S)c1 (stereo not drawn),-4%,16%,4%,-2.8%,-4%,3%,4,663,-7%,-6.6%
Cc1cc(OCC(=O)N(Cc2ccco2)C2CCS(=O)(=O)C2)cc(C)c1Cl (stereo not drawn),-6%,0%,12%,.,-1%,6%,-3,762,15%,.
N#CC(C(N)=O)=C1CCC2(CC1)OCCCCO2,-2%,0%,8%,3.0%,-7%,0%,9,764,4%,-5.1%
CC(C(=O)N=Nc1c(O)[nH]c2ccccc12)n1cnc2ccccc2c1=O (stereo not drawn),2%,2%,-2%,-2.4%,8%,7%,4,702,-8%,-3.2%
COc1ccc(-c2nc(NC(=O)c3nc4nccc(C)n4n3)sc2C)cc1,-4%,6%,1%,1.4%,11%,-1%,23,692,3%,-3.9%
O=C(N/N=C/c1ccc(O)c(O)c1)NC12CC3CC(CC(C3)C1)C2,6%,-5%,-15%,.,.,.,-8,832,-2%,.
CC(OC(=O)CN1C(=O)NC(C)(C)C1=O)C(=O)c1ccccc1 (stereo not drawn),-4%,10%,9%,-0.8%,5%,-5%,18,806,5%,-8.3%
O=C(CN1C(=O)C(c2ccccc2)Oc2cccnc21)NCc1ccccc1F (stereo not drawn),-10%,17%,0%,.,.,.,1,709,11%,.
Cc1nn(-c2ccccc2)c(NC(=O)c2cccs2)c(-c2ccccc2)c1=O,-4%,8%,3%,-1.0%,-5%,1%,-2,610,-7%,-2.3%
COC(=O)CSc1nnc(CNS(=O)(=O)c2ccc(Br)cc2)n1C,-7%,8%,0%,-0.4%,-7%,-1%,1,548,0%,-5.9%
Cc1oc(C(=O)O)cc1COc1ccc2c(C)cc(=O)oc2c1,-9%,6%,2%,-1.0%,7%,9%,24,724,3%,-0.6%
COc1ccc(-c2ncc(CN3CCC(CO)(Cc4cccc(OC)c4)CC3)cn2)cc1,-4%,11%,16%,0.9%,-1%,3%,-4,699,5%,-2.4%
O=[N+]([O-])c1ccc(N2CCSCC2)cc1O,-2%,10%,-1%,.,5%,13%,15,602,5%,.
CCOC(=O)N1CCN(c2ccc(Cl)c(Cl)c2)CC1,-5%,-4%,-3%,-2.8%,-1%,-1%,-22,647,2%,-4.8%
CCN(CC)CCN1C(=O)C2C(C(=O)Nc3ccc(C(C)C)cc3)C3C=CC2(O3)C1C(=O)NC1CCCCC1 (stereo not drawn),-7%,3%,6%,.,.,.,-24,813,-2%,.
Cc1nnc(Sc2nc3c(c(=O)[nH]c(=O)n3C)n2CCc2ccccc2)s1,-4%,6%,20%,.,1%,4%,2,711,2%,.
CCOC(=O)c1cnc(-n2nc(C)cc2C)nc1Nc1ccc(OC)cc1,3%,-12%,3%,-1.1%,0%,-3%,3,660,3%,-2.9%
O=C1CCCC2=C1Sc1ccccc1N2,0%,3%,-50%,.,6%,6%,-3,736,-2%,.
SMILES,LYP inhibition,HEK293 NOD2/NF-kB,AID2073,CSM14.1 death rescue,M17LAP inhibition,P. falciparum M1AAP,Hep lipid drop,Hep lipid drop cells 6.5 µM,Siah-1 displacement,XIAP antagonists
CN(CCC#N)C(=O)COC(=O)c1ccc2[nH]c3c(c2c1)CCCC3,-5%,8%,4%,4.1%,-1%,2%,-2,677,0%,-15%
COc1cc(/C=C/C(=O)NCc2ccccn2)cc(OC)c1OC,-4%,4%,9%,-0.7%,-14%,4%,9,694,-4%,-4.7%
CC1=C(C(=O)OC2CCCCC2)C(c2ccc(O)cc2)NC(=O)N1 (stereo not drawn),-4%,8%,-1%,.,.,.,2,796,13%,.
C=CCN1CCN(C(CC(C)C)c2nnnn2CCOC)CC1 (stereo not drawn),-7%,12%,3%,1.2%,-6%,1%,.,.,1%,-2.7%
O=S1(=O)c2ccccc2N=NN1Cc1ccc(Cl)c(Cl)c1,5%,-4%,-28%,1.0%,-10%,?,0,781,1%,-4.4%
Cc1ccnc(N2C(=O)c3ccccc3C2O)c1 (stereo not drawn),-2%,-64%,-3%,-1.3%,9%,1%,.,.,-1%,.
N/C(=N\N=C\c1ccc(O)cc1)c1nonc1N,-3%,-100%,0%,-3.7%,6%,9%,3,640,-1%,0.1%
Cc1ccc(CNC(=O)c2cnc(-c3ccccn3)nc2C(F)(F)F)cc1,-3%,0%,1%,-1.5%,5%,-5%,-5,746,-2%,-3.1%
CC1(C)CC(=O)c2c(O)cc(OCC(=O)N3CCN(c4ccc(F)cc4)CC3)cc2O1,-5%,16%,14%,.,.,.,-18,717,3%,.

# An excerpt, so the mix of outcomes need not match the whole.
